Dynein cargo inh: dynein cargo transport inhibition; z-score, hits read low; 220,000 compounds, 0.47% hits; 3617.4 mouse cells, GR-EGFP nuclear translocation imaging; test concentration mostly 20 µM; stimulated with dexamethasone, 1 µM; active compounds read low;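 active = plate z-score of nuclear minus cytoplasmic receptor signal below a set negative limit, without overly bright fluorescence or cell loss, cut at about -3.5 in these data, passing the limit was not always enough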;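 note: z-score of nuclear minus cytoplasmic ring GR-EGFP intensity difference per well; some compounds called inactive have numbers as strong as hits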
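medium = tetracycline-free induction medium containing charcoal-stripped FBS | also added = 1.0 µM final dexamethasone stimulus | schedule = 48 h induction, 1 h compound, 30 min dex at 37 °C | technique = fixed, Hoechst-stained cells imaged at 10x for EGFP | measure = GR-EGFP nuclear translocation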
HIV fusion peptide: inhibitors of HIV fusion peptide binding, primary screen, biochemical, uHTS, fluorescence dequenching (AID 1986); cell-free peptide binding, fluorescence dequenching, 30 min; higher % means a stronger effect; inhibition, % at 20 µM; hits with a dose series show IC50 in µM; 290,000 compounds, 0.3% hits; in the data active = inhibition mostly above about 52%, no sharp cut-off; inactive = mostly below about 76%; note: some results filed as inactive read as strong as hits
AID2073: disruptors of CaV2.2 binding to Mint1 – biochemical, HTRF (AID 2073); one-dose inhibition, % at 20 µM; IC50 in µM for titrated hits; 290,000 compounds, 0.19% hits; HTRF protein-protein interaction, Mint1-CaV2.2; higher % means a stronger effect; in the data active = inhibition mostly above about 51%, no sharp cut-off; inconclusive = no clear call, values can overlap the other calls; inactive = mostly below about 53%; note: some results filed as inactive read as strong as hits
Insulin prom up: MIN6 insulin promoter up-regulation | MIN6 insulin promoter-GFP reporter, high-content imaging; active compounds read high | z-score at 5 µM | 190,000 compounds, 0.3% hits;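 active = z-score above 3 at 5 µM with at least 500 cells counted in the well; inconclusive = wells under 500 cells, flagged as cytotoxic or low count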
MT stabilizer: stabilizes microtubules in HeLa cells; HeLa tubulin immunostaining HCS, 24 h; share of cells brighter than vehicle mean+2SD; % tubulin-high responders, % at 10 µM; 200,000 compounds, 0.83% hits;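 active = plate Z-score above 3 for both tubulin-high and condensed-nucleus cell shares, with cell loss under 80%, at 10 µM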;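 note: anti alpha tubulin signal scored within the nucleus-defined area of each cell; some results filed as inactive read as strong as hits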
Autophagy mod: autophagy modulation, high-content screen; MEF GFP-LC3 puncta imaging; test concentration mostly 10 µM; calls only at 10 µM (by protocol); 190,000 compounds, 0.98% hits;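 active = percentage of spot-positive cells more than 3 SD above its plate mean, without a fluorescence outlier flag or 80% toxicity; inconclusive = no clear call, values can overlap the other calls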;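 note: spot-positive cell cutoff set from DMSO-treated cells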
WT yeast gro inh: growth inhibition of WT yeast, mitochondrial fusion screen. mitochondrial fusion phenotypic screen, WT strain. inhibition, % at 10 µM. 190,000 compounds, 2.1% hits. AID 1362; in the data active = inhibition above about 58%; tested in S. cerevisiae
bCat nuc transl: modulators of beta-catenin nuclear translocation; nuclear translocation activity, % at 5 µM; HeLa beta-catenin nuclear translocation, immunofluorescence imaging; AID 1665; 190,000 compounds, 0.3% hits;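 active = nuclear translocation activity above 50% at 5 µM, with a well cell count of 50 or more; inconclusive = wells under 50 cells across six images, flagged as toxic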;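 note: per-cell ratio of nuclear to cytoplasmic median beta-catenin stain intensity; plate controls were DMSO negative control for no effect and GSK-3 inhibitor IX positive control for full effect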
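Signal – beta-catenin immunofluorescence imaging with DAPI · Test system – human HeLa cell line · Dosing – 5 µM primary single dose, 0.1% DMSO, 0.02–20 µM confirmation series · Measure – % activation, nuclear-to-cytoplasmic median beta-catenin signal ratio per cell · Incubation – 24 h compound exposure at 37°C, 5% CO2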
Yfh1-depleted yeast: enhancers of respiration in Yfh1-depleted yeast, dose response, Friedreich's ataxia, plus single-dose screen (AID 1465) | 220,000 compounds, 0.074% hits | fold induction at 50 µM, or EC50 in µM where a hit was titrated | S. cerevisiae Yfh1-off respiration, WST-1 reduction, 72 h; higher fold induction means a stronger effect;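 active = fold induction of absorbance versus untreated yeast above a set limit, then at least 30% activation at any dose in follow-up; inconclusive = repeats straddling the limit, or above it without dose testing; inactive = fold induction below the set limit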;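 note: activators that raise dye reduction in frataxin-depleted yeast; strong numbers were not always called active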
WT yeast gro inh mutant strain: second read-out of WT yeast gro inh, no call of its own (marks repeat the call); inhibition, %; mitochondrial fusion phenotypic screen, mutant strain inhibition
Dynein cargo inh cytoplasmic EGFP: second read-out of Dynein cargo inh, no call of its own (marks repeat the call); z-score; measured here: cytoplasmic GR-EGFP intensity; active compounds read high
Dynein cargo inh nuclear GR-EGFP: recorded beside Dynein cargo inh, whose call it bears; z-score; measured here: nuclear GR-EGFP intensity;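 lower value marks the stronger effect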
Dynein cargo inh cell count: further read-out of Dynein cargo inh, marked with its call; z-score; measured here: cell count per field
Insulin prom up cell count: further read-out of Insulin prom up, marked with its call; cell count; measured here: cytotoxicity, nuclei count;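 total cells summed across four imaged fields per well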
bCat nuc transl cell count 5 µM: also measured in bCat nuc transl; calls as there; cell count; measured here: cell count, cytotoxicity flag
MT stabilizer Hoechst-high %: also measured in MT stabilizer; calls as there; % Hoechst-high responders; measured here: nuclear condensation Hoechst responders;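 share of cells brighter than vehicle mean plus two SD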
MT stabilizer cytotoxicity %: second read-out of MT stabilizer, no call of its own (marks repeat the call); toxicity, %; measured here: cytotoxicity by cell density;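 0% = mean cell density of plate MIN control wells and 100% = no cells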
Autophagy mod cell loss 18 h: also measured in Autophagy mod; calls as there; toxicity, %; measured here: cell loss, nuclei count;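 cell loss after 18 h compound exposure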
* marks the source's active call; other numbers are inactive results; i = inactive; ? = inconclusive; . = no result given; + = active, no number. This is a random part of the collection. About 4.2% of those tested had a hit in this group.

nr	Molecule	Dynein cargo inh	Dynein cargo inh cytoplasmic EGFP	Dynein cargo inh nuclear GR-EGFP	Dynein cargo inh cell count	HIV fusion peptide	AID2073	Insulin prom up	Insulin prom up cell count	MT stabilizer	MT stabilizer Hoechst-high %	MT stabilizer cytotoxicity %	Autophagy mod	Autophagy mod cell loss 18 h	WT yeast gro inh	WT yeast gro inh mutant strain	bCat nuc transl	bCat nuc transl cell count 5 µM	Yfh1-depleted yeast
1	CCC(=O)c1ccccc1OCCSc1nc(C)cc(=O)[nH]1	-0.89	-0.21	-0.4	0.24	-1.0%	5%	-0.16	1199	3.9	2.3	11	i	4	6	-4	5.5	878	i
2	C/C(=N\NC(=O)COc1ccccc1[N+](=O)[O-])c1cccs1	0.62	-0.29	0.32	0.04	-2.9%	2%	0.08	1490	1.3	2.5	5.6	i	7	-4	-3	0.9	1032	i
3	COC(=O)c1[nH]c2ccc(Cl)cc2c1NC(=O)c1ccccc1[N+](=O)[O-]	-0.25	-0.19	-0.034	0.34	0.8%	3%	-0.42	1536	6.4	2.3	7.3	i	8	-12	1	-0.5	1164	i
4	Cc1cc(Cl)ccc1NC(=O)Nc1c(C)n(-c2ccccc2)c(=O)n1C	1	-0.04	0.66	-0.52	-2.2%	1%	-0.27	781	1.1	0.9	8.3	i	-3	-1	-13	4.0	1206	i
5	Cc1nc2c(-c3ccc(F)cc3)c(C)nn2c(C)c1CCC(=O)N1CCN(c2ccc(F)cc2)CC1	-0.78	-0.2	-0.38	-0.09	3.3%	3%	0.43	865	4.5	2.1	1.1	i	10	35	30	.	.	i
6	C/C(=N\NC(=O)c1ccccc1)c1ccc(NC(=O)c2cccs2)cc1	3.9	0.00097	2.4	-1.6	3.6%	3%	0.73	1508	2.9	2.3	2.3	i	-1	6	0	-2.2	1085	i
7	O=C(CSc1nc2ccccc2c(=O)n1NC(=O)Cc1ccccc1)NCc1ccccc1	-0.24	-0.047	0.03	-0.23	-0.9%	9%	-0.61	1049	3.6	1.6	7.8	i	6	0	-4	1.6	727	i
8	O=C(O)CCc1nn2c3ccccc3nc2n(Cc2ccccc2)c1=O	-0.11	-0.26	-0.31	0.34	2.3%	9%	0.9	1165	0.6	1.7	4.1	i	7	-12	11	-2.3	1125	i
9	CN(CCC#N)C(=O)COC(=O)c1c2c(nc3ccccc13)/C(=C/c1ccco1)CC2	0.24	0.38	0.48	-0.75	51%	6.3µM*	0.34	1425	6.6	2.0	1.4	i	22	27	4	2.3	1048	i
10	CCOC(=O)c1[nH]c2ccc(Br)cc2c1NC(=O)CCN1CCOCC1	-0.14	-0.15	-0.11	-0.12	-1.7%	9%	-1.3	1474	.	.	.	.	.	.	.	-0.3	1269	i
11	O=C(/C=C/c1ccc(OC(F)F)cc1)OCC(=O)N1CCN(C(=O)c2ccco2)CC1	-0.15	-0.25	0.064	0.31	4.2%	26%	1	1437	2.5	2.0	7.6	i	-11	-9	-15	0.0	885	i
12	CCN1C(=O)N/C(=C/c2cc(C)n(Cc3ccccc3)c2C)C1=O	-0.76	-0.32	-0.54	0.66	6.1%	15%	-0.26	1354	5.4	1.6	5.7	i	2	-9	-3	-1.6	528	i
13	CCOC(=O)Cc1nnc(NC(=O)COc2ccc(C)cc2)s1	-0.63	-0.15	-0.015	0.2	0.3%	-6%	0.82	1561	6.3	3.5	7.6	i	2	3	12	-4.4	712	i
14	CCCOc1ccc(C(=O)CCC(=O)OCC(=O)N2CC(=O)Nc3ccccc32)cc1	0.056	0.16	0.18	0.24	-2.5%	-4%	.	.	2.2	1.4	7.0	i	-6	0	2	-5.4	1267	i
15	O=C(O)COc1ccc(/C=N/NC(=O)Cc2ccc(Cl)cc2)cc1	-0.6	-0.24	-0.26	0.69	0.2%	8%	-2.1	1428	.	.	.	.	.	.	.	-2.4	1156	i
16	COc1ccc(-n2c(N3CCN(C)CC3)nc3sc4c(c3c2=O)CCCCC4)cc1	-0.00027	-0.21	0.35	0.72	-3.2%	-4%	.	.	4.1	2.3	13	+	5.2*	1	15	-0.3	1023	i
17	CN(C)S(=O)(=O)c1ccc(NC(=O)COc2ncnc3c2cnn3-c2ccccc2)cc1	-0.68	-0.062	-0.28	1.2	1.8%	7%	-0.67	1463	7.9	3.1	3.8	i	-12	0	-6	0.9	987	i
18	O=C(Cn1cnc2c(nnn2Cc2ccc(Cl)cc2)c1=O)c1ccccc1	1.4	-0.12	1.2	-1.7	5.4%	21%	-0.04	1396	1.4	1.4	10	i	-5	-10	-8	1.0	1007	i
19	CCOC(=O)c1c(NC(=O)c2c(-c3ccccc3)noc2C)sc(C)c1-c1ccccc1	0.43	-0.25	0.59	-0.17	2.2%	16%	-0.53	671	1.4	0.7	10	i	17	10	-7	.	.	i
20	O=S(=O)(N/N=C/c1ccc(N2CCOCC2)cc1)c1ccccc1	-0.44	-0.26	-0.38	0.66	0.1%	12%	0.47	1625	2.2	0.9	5.7	i	-2	-11	14	0.8	979	i
21	Cc1ccc(C(=O)NC(Cc2c[nH]c3ccccc23)C(=O)O)o1 (stereo not drawn)	-1.1	-0.24	-0.27	0.45	6.1%	8%	0.34	1278	2.9	1.5	12	i	-3	6	-5	0.5	1036	i
22	C=C(C)CN(CC)C(=O)CCc1nnc(CCc2c[nH]c3ccccc23)o1	0.66	-0.26	0.45	-0.0049	1.6%	10%	0.09	1364	1.9	2.4	0.8	i	15	2	8	0.3	1022	i
23	Cc1cccc(Cn2c(=O)c3c(nc4n3CCCN4Cc3ccccc3)n(C)c2=O)c1	1.3	-0.1	0.72	-1.6	-4.1%	0%	-0.85	1159	2.0	1.3	13	i	15	28	11	.	.	i
24	CC(=O)NCCc1ccc(S(=O)(=O)NC2OC(=O)c3ccccc32)cc1 (stereo not drawn)	-0.59	-0.18	-0.094	0.29	-1.8%	0%	0.06	1623	7.4	4.0	12	i	51	12	4	0.2	1381	i
25	CCC(=O)Nc1ccc(C(=O)CSc2nnc(-c3ccc(NS(C)(=O)=O)cc3)n2C)cc1OC	0.26	-0.25	0.24	-0.073	0.7%	-9%	0.02	1445	2.0	2.4	9.7	i	3	-4	9	1.3	1010	i
26	O=C1CC(=O)N(c2ccccc2)N1c1ccccc1	-1	1.4	0.11	0.62	66%	31%	-0.2	1414	1.9	1.3	2.1	i	2	-8	-5	-1.0	1017	i
27	Cc1c(CBr)[n+](=O)c2c(n1[O-])C(Br)CCC2Br (stereo not drawn)	1.1	0.14	0.65	-2.1	-2.3%	11%	0.33	1069	.	.	.	.	.	.	.	0.0	1371	i
28	O=C(O)c1csc(-c2ccc(Cl)cc2)n1	-0.6	-0.2	-0.62	0.62	0.2%	-4%	-0.28	1637	1.7	1.3	7.4	i	-11	4	11	-0.2	1097	i
29	CCNS(=O)(=O)c1ccc(NC(=O)Nc2cccc(OC)c2)cc1	-1.2	-0.2	-0.37	0.57	-1.9%	8%	1.6	1591	1.1	2.7	9.8	i	5	-7	-14	-1.0	995	i
30	CCC(=O)c1ccc(OCC(=O)O)c(OC)c1	-0.73	-0.24	0.13	0.36	-1.0%	7%	1.2	1289	3.0	2.7	5.4	i	6	-16	2	0.4	1504	i
31	CC(C)C(=O)Nc1nnc(-c2ccccc2)o1	2.4	-0.0078	1.5	-1.6	2.0%	2%	0.25	978	2.1	2.9	8.6	i	-2	-1	-4	0.6	1161	i
32	CC/C(=N\NC(=S)Nc1cc(C)ccc1C)c1ccc(OC(F)F)cc1	-0.55	-0.27	-0.71	0.54	-0.5%	-15%	-0.72	954	2.7	3.9	5.0	i	1	66*	55*	.	.	i
33	Cc1onc(-c2ccccc2)c1C(=O)NCCc1c[nH]c2ccccc12	0.35	-0.31	0.28	-0.027	1.6%	-4%	-0.38	1653	4.1	2.9	3.9	i	-6	14	26	0.6	1418	i
34	Cc1ccccc1C(=O)OCCN1CCOCC1	-0.79	-0.3	-0.83	1.2	7.3%	13%	0.13	1406	1.8	2.6	9.8	i	-2	1	-6	-1.3	959	i
35	CN1CCN(S(=O)(=O)c2ccc(-c3ccccc3)cc2)CC1	-1	-0.28	-0.14	0.81	1.9%	?	0.87	1295	2.2	1.4	7.0	i	1	2	11	.	.	i
36	Cc1cc(C)c(S(C)(=O)=O)c(NN)n1	0.093	-0.33	-0.52	-0.4	-2.9%	-10%	1.2	1237	3.9	2.1	13	i	0	-9	14	0.7	1083	i

Shown with values under each structure: 2 of the compounds above
Below each SMILES – Dynein cargo inh	Dynein cargo inh cytoplasmic EGFP	Dynein cargo inh nuclear GR-EGFP	Dynein cargo inh cell count	HIV fusion peptide	AID2073	Insulin prom up	Insulin prom up cell count	MT stabilizer	MT stabilizer Hoechst-high %	MT stabilizer cytotoxicity %	Autophagy mod	Autophagy mod cell loss 18 h	WT yeast gro inh	WT yeast gro inh mutant strain	bCat nuc transl	bCat nuc transl cell count 5 µM	Yfh1-depleted yeast
33) Cc1onc(-c2ccccc2)c1C(=O)NCCc1c[nH]c2ccccc12
 : 0.35	-0.31	0.28	-0.027	1.6%	-4%	-0.38	1653	4.1	2.9	3.9	i	-6	14	26	0.6	1418	i
34) Cc1ccccc1C(=O)OCCN1CCOCC1
 : -0.79	-0.3	-0.83	1.2	7.3%	13%	0.13	1406	1.8	2.6	9.8	i	-2	1	-6	-1.3	959	i

Bioassay records deposited in PubChem BioAssay by several laboratories.
